KCNQ2 inh – KCNQ2 channel blockers in CHO-K1 cells – cell-based, FluxOR thallium flux, B-score, primary screen (AID 2156); 20 min; hits give low values; actives 1.1% (n = 310,000); B-score at 10 µM;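 active means fluorescence ratio B-score at most minus 3 library SDs, with starting brightness B-score within 2 library SDs, cut at about -5.5 in these data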
Kir21 inh – inhibitors of mouse Kir2.1 inward-rectifier potassium channel; P35561; B-score at 10 µM; AID 1672; actives 0.85% (n = 310,000); HEK293-Kir2.1, FluxOR thallium flux fluorescence; hits give low values;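 active means fluorescence ratio B-score at or below minus 3 SD of library scores, with starting-brightness B-score within 2 SD, cut at about -4.2 in these data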;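 further: channel flux triggered by added potassium and thallium sulfate stimulus; B-score of peak minus minimum fluorescence over baseline after thallium stimulus; more negative B-score means stronger Kir2.1 block with less thallium influx; some compounds called inactive have numbers as strong as hits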
Target sequence (P35561 whole entry, looked up): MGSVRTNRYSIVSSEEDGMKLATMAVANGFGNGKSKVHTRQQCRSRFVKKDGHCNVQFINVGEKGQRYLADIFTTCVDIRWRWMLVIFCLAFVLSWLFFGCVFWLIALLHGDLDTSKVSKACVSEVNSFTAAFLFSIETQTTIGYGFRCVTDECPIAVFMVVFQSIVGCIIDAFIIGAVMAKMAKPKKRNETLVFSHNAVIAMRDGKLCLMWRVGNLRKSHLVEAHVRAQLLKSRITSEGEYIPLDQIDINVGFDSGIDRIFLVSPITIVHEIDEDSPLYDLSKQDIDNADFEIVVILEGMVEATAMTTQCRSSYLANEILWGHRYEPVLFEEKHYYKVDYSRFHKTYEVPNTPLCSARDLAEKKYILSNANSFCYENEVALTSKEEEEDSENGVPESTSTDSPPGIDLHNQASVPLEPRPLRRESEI
CHT block – inhibits the human high affinity choline transporter; CHT-expressing cells, membrane potential dye, choline response; hits give low values; B-score at 10 µM; actives 0.86% (n = 310,000);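 active means B-score over 3 SD under the library average, and starting fluorescence ratio not unusually high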;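 further: choline stimulus applied at its EC90 after an EC20 pre-addition; B-score computed on integrated fluorescence ratio after choline addition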
Target sequence (Q9GZV3 whole entry, looked up): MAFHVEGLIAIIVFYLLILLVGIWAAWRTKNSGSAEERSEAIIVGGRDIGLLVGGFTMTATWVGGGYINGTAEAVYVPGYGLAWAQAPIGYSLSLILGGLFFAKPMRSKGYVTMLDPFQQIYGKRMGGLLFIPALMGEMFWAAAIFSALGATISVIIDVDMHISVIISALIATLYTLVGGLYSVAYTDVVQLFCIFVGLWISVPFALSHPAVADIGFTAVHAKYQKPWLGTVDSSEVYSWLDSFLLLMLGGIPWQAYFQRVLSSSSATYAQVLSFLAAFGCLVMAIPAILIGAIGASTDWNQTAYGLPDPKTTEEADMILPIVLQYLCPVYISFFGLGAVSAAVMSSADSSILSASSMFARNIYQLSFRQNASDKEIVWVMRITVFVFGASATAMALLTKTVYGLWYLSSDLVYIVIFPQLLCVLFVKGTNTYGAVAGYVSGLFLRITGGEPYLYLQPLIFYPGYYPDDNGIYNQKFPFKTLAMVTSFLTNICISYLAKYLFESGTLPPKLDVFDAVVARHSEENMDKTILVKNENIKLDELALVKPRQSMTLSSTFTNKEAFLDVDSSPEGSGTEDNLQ
Numbers without * were called inactive; i = inactive.

SMILES | KCNQ2 inh | Kir21 inh | CHT block
CC(C)OC(=O)c1cccc(NC(=O)c2ccccc2)c1 | i | 0.61 | i
COc1ccccc1-c1ccc(SCC(=O)N2CCOCC2)nn1 | i | -0.16 | i
N#CCCn1cc(/C=N/NC(=O)c2ccncc2)c(-c2ccc(F)cc2)n1 | i | -2.5 | i
O=C(N/N=C/c1ccc(-c2cccc(C(F)(F)F)c2)o1)c1ccccc1O | i | -1.6 | i
Clc1nc2ccccc2cc1-c1nnn(-c2ccccc2Br)n1 | i | 0.23 | i
COc1cccc(-c2nc(CS(=O)(=O)CC(=O)Nc3ccccc3Br)c(C)o2)c1 | i | 0.05 | i
CC(Sc1nnnn1-c1ccccc1)C(=O)Nc1ccccc1-c1ccccc1 (stereo not given) | i | 0.37 | i
CCCCn1c(N)c(N(CC(C)C)C(=O)CC2CCCCC2)c(=O)[nH]c1=O | i | 0.28 | i
O=[N+]([O-])c1ccccc1S(=O)(=O)N1CCN(CC2CC3C=CC2C3)CC1 (stereo not given) | i | 0 | i
COC(=O)CNC(c1ccccc1)c1cc(C)ccc1NC(=O)CNC(=O)OCc1ccccc1 (stereo not given) | -5.8* | -2.1 | i
CCOC(=O)c1cnc2c(cnn2C)c1NCCCn1ccnc1 | i | -2.1 | i
COc1ccc(OC)c(NC(=O)C(=O)NCCC2=CCCCC2)c1 | i | -0.06 | i
COc1cc2c(cc1NC(=O)/C=C/c1ccccc1)oc1ccccc12 | i | 0.98 | i
CC(C)n1cnc2c(N(C)c3cccc(Cl)c3)nc(N(CCO)CCO)nc21 | i | 2.5 | -6.6*
O=C(COc1cccc(C(F)(F)F)c1)Nc1ccccc1N1CCCCC1 | i | -0.43 | i
CN(Cc1cn[nH]c1-c1ccc2c(c1)OCO2)C1CCOCC1 | i | 0.74 | i
O=C(CNC(=O)c1cccs1)NCC(=O)OCC(=O)c1ccc([N+](=O)[O-])cc1 | i | 0.05 | i
Cc1nn(-c2ccccc2)c(C)c1NC(=O)COC(=O)c1ccc(NC(=O)CC#N)cc1 | i | -0.97 | i
CN(C)CCCNC(CC(=O)Nc1cccc([N+](=O)[O-])c1)C(=O)O (stereo not given) | i | 0.08 | i
COc1ccc(CNC(=O)CN(C(=O)c2csnn2)c2cccc3c2CCCC3)cc1 | i | 1.8 | i
CC(C)CNC(=O)C1CCN(CC2CCCCC2)CC1 | i | 0.03 | i
NS(=O)(=O)c1ccc(N/N=C/c2ccncc2)cc1 | i | -1.3 | i
Cc1ccc(SCC(=O)Nc2ccc(N3CCN(C)CC3)c(F)c2)cc1 | i | -0.01 | i
O=C(O)c1ccc(NC(=S)NC(NC(=O)c2ccco2)C(Cl)(Cl)Cl)cc1 (stereo not given) | i | 0.63 | i
O=C(NCCc1ccccc1)C1=COCCO1 | i | -2.5 | i
S=c1[nH]ccn1-c1ccc(Cl)cc1 | i | 0.67 | i
CCCSc1nnc(CSc2ncccn2)n1C | i | -0.34 | i
COc1ccc(N2CC(C(=O)NCCCN3CCOCC3)CC2=O)cc1 (stereo not given) | i | -0.18 | i
COc1ccc(Br)cc1CNC(=O)C1CCN(S(=O)(=O)N2CCC(C)CC2)CC1 | i | -0.09 | i
Cc1nc(Nc2cccc(O)c2)c2c3c(sc2n1)CCC3 | i | -0.01 | i
Cc1ccc(NC(=O)/C=N/OCC(=O)NCc2ccccc2Cl)cc1 | i | -0.98 | i
CCOC(=O)c1[nH]c2cc(OC)c(OC)cc2c1NC(=O)CN1CCN(c2ccc(OC)cc2)C(C)C1 (stereo not given) | i | -2 | i
O=[N+]([O-])c1ccc(S(=O)(=O)Nc2ccc(-c3csc(-c4ccccc4)n3)cc2)cc1 | i | 0.51 | i
COc1ccccc1-n1ccnc(SCC(=O)NCc2ccccc2)c1=O | i | -0.01 | i
CN(C)CCc1cc2c(c3c1ccc1ccccc13)OCO2 | i | -11* | i
CCc1ccccc1NS(=O)(=O)c1ccc2[nH]cc(C(=O)NCC3CCCO3)c(=O)c2c1 (stereo not given) | i | -0.03 | i

In another format: results already given
Second line of a record: KCNQ2 inh, Kir21 inh, CHT block
- S=c1[nH]ccn1-c1ccc(Cl)cc1
→ i, 0.67, i
- CCCSc1nnc(CSc2ncccn2)n1C
→ i, -0.34, i
- COc1ccc(N2CC(C(=O)NCCCN3CCOCC3)CC2=O)cc1 (stereo not given)
→ i, -0.18, i
- COc1ccc(Br)cc1CNC(=O)C1CCN(S(=O)(=O)N2CCC(C)CC2)CC1
→ i, -0.09, i
- Cc1nc(Nc2cccc(O)c2)c2c3c(sc2n1)CCC3
→ i, -0.01, i

(listing goes on)
SMILES | KCNQ2 inh | Kir21 inh | CHT block
COc1cc(-c2nc(-c3ccccc3)c(-c3cc([N+](=O)[O-])ccc3C)[nH]2)cc(OC)c1OC | i | -0.67 | i
CCN(CC)c1ccc(/C=N/N2CCN(Cc3ccc(C)cc3)CC2)c(O)c1 | -6.2* | -1.9 | i
CC(=O)NCCCOc1ccc([N+](=O)[O-])cc1Cl | i | 2.1 | i
O=C(NCCN1CCOCC1)c1cc(-c2cccs2)on1 | i | -0.05 | i
COC(=O)CSc1ccsc1C(=O)O | i | -0.12 | i
COC(=O)c1cccc(NC(=O)Nc2ccccc2OC)c1 | i | 0.22 | i
CNC(=O)c1[nH]cnc1C(=O)NCC(=O)OC(C)(C)C | i | -0.68 | i
Cn1nc(C(=O)NCCc2ccc(Cl)cc2)c2c1-c1ccccc1S(=O)(=O)C2 | i | 0.07 | i
CN(C)c1nc(=S)nc(NCc2ccccc2)[nH]1 | i | -0.41 | i
O=S1(=O)CCOC[C@H](Cc2ccccc2)N1Cc1ccccc1 | i | -3.1 | i
CCOC(=O)C1CCCN(CC(=O)Nc2c(C(=O)OC)[nH]c3ccc(C)cc23)C1 (stereo not given) | i | 1.3 | i
O=C(CCN1CCCC1)c1cccs1 | i | 0.31 | i

Part of the list above, set out differently.
Order of results – KCNQ2 inh | Kir21 inh | CHT block
O=C(NCCN1CCOCC1)c1cc(-c2cccs2)on1
→ i | -0.05 | i
COC(=O)CSc1ccsc1C(=O)O
→ i | -0.12 | i
COC(=O)c1cccc(NC(=O)Nc2ccccc2OC)c1
→ i | 0.22 | i
CNC(=O)c1[nH]cnc1C(=O)NCC(=O)OC(C)(C)C
→ i | -0.68 | i

The list goes on.
SMILES | KCNQ2 inh | Kir21 inh | CHT block
COC(=O)C(Cc1ccc(OC(=O)c2ccc(C(F)(F)F)cc2)cc1)N1Cc2ccccc2C1=O (stereo not given) | i | 2.1 | i
Cc1c(NS(=O)(=O)c2cccc([N+](=O)[O-])c2)c(=O)n(-c2ccccc2)n1C | i | 1.1 | i
Cc1cc(C)n2nc(SCC(=O)Nc3ccccc3)nc2n1 | i | 0.41 | i
O=c1cc(-c2ccccc2)nc2nc[nH]n12 | i | 0.82 | i
O=C(O)CC12CC3CC(C1)CC(n1ncc(NCc4ccc5c(c4)OCO5)c(Cl)c1=O)(C3)C2 | i | -0.83 | i
O=C(NCCC1=CCCCC1)C1CCCN(S(=O)(=O)c2cnc[nH]2)C1 (stereo not given) | i | -2.2 | i
CCC(C)Oc1ccccc1C1CC(=O)NC2=C1C(=O)CCC2 (stereo not given) | i | -0.54 | i
CC1=CC(C)C2(CO)COC(c3cccnc3)C1C2C (stereo not given) | i | -0.38 | i
CCN1CCCC1CNC(=O)Cn1cccc1C(=O)c1ccccc1 (stereo not given) | i | 0.32 | i
CC(O)c1nc2ccccc2n1CCCCOc1ccccc1 (stereo not given) | i | -0.05 | i
COC(=O)c1ccc(C(=O)N(C)C2CCCN(Cc3ccccc3F)C2)nc1 (stereo not given) | i | 0.04 | i
Cc1ccc(-c2nc(CNC(=O)c3cc(C)on3)cs2)cc1 | i | 0.91 | i
COc1ccc(C(=O)c2c(C(F)(F)F)oc3c2C(=O)c2ccccc2C3=O)cc1 | i | 0.52 | i
COc1cc(/C=C2/C(=O)NN(c3cccc(F)c3)C2=O)ccc1OC(=O)c1ccco1 | i | -9.8* | i
COc1ccc(NS(=O)(=O)c2c(C(=O)N3CCCCCC3)c(C)n(C)c2C)cc1OC | i | -1.4 | i
Cc1cc(Cl)cc2c1NC(=O)[C@]21[C@@H]2C(=O)N(Cc3ccccc3)C(=O)[C@@H]2[C@@H]2CCCN21 | i | 1.1 | i
O=C(CCCCCN1C(=O)c2ccccc2C1=O)NCc1ccco1 | i | -1 | i
CCCCOc1ccc(N2C(=O)CC(N(CCc3ccccc3)C(=O)/C=C/C(=O)O)C2=O)cc1 (stereo not given) | i | 0.12 | i
CN(Cc1cc(=O)n2ccsc2n1)C1CCCCC1 | i | -1.7 | i
CC(=O)c1c(C)[nH]c(C(=O)OCc2nc3ccsc3c(=O)[nH]2)c1C | i | 1.3 | i
CCOc1ccc(C2C(C(=O)c3cccs3)=C(O)C(=O)N2Cc2cccnc2)cc1OC (stereo not given) | i | 0.01 | i
Cc1cccc(Nc2nc(-c3ccncc3)cs2)c1 | i | 0.95 | i
CSCCC(=O)N1CCC(n2nccc2NC(=O)c2ccc3c(c2)OCO3)CC1 | i | -0.4 | i
O=C(Nc1ccc([N+](=O)[O-])cc1)C1(c2ccccc2)CCOCC1 | i | -0.01 | i
OC(CCCN1CCC(O)(c2ccc(Cl)cc2)CC1)c1ccc(F)cc1 (stereo not given) | i | -0.92 | i
CCS(=O)(=O)N1CCN(CC2CC3C=CC2C3)CC1 (stereo not given) | i | -0.6 | i
Cc1ccc(SCC2(O)CCN(C(=O)c3ccc(Cl)cc3)CC2)cc1 | i | 1.9 | -5.8*
CC(/C=N/NC(=O)Cc1cc(=O)[nH][nH]1)=C\c1ccccc1 | i | -0.58 | i
Cc1cccc(-c2c3c(=O)n(C)c(=O)n(C)c3c3cccnn23)c1 | i | -1 | i
S=C(NCC1CCCO1)N1CCN(c2cccc(Cl)c2)CC1 (stereo not given) | i | 0.95 | i
CSc1nsc(SCC(=O)Nc2ccc(C(N)=O)cc2)n1 | i | 1.6 | i
CCOc1ccc2c(c1)C(N(CCN1CCOCC1)C(=S)Nc1ccccc1OC)CC(C)(C)O2 (stereo not given) | i | -1.8 | i
Cc1cc(C)nc(NC(=O)CSc2nn(-c3ccccc3)c(=S)s2)n1 | i | 1.1 | i
O=C(COC(=O)c1ccc(Br)cc1)NCc1ccccc1 | i | -1.3 | i
COc1ccc(NC(=O)COc2coc(CN3CCCc4ccccc43)cc2=O)cc1 | i | -0.68 | i
COc1cc(-c2noc(CCCC(=O)NCc3ccccc3)n2)cc(OC)c1OC | i | -1 | i
O=c1[nH]c(=O)n(CCOc2ccc(Cl)cc2)cc1Br | i | -2.4 | i
O=C1/C(=C/Nc2cccc([N+](=O)[O-])c2)CCc2ccccc21 | i | 0.78 | i
Cc1cc(C)cc(NC(=O)CN2CCc3cc4c(cc3C2C)OCCCO4)c1 (stereo not given) | i | 0.02 | i
Cc1cccc(N(C(=O)CNC(=O)c2ccco2)C(C(=O)NC2CCCC2)c2ccncc2)c1C (stereo not given) | i | 0.26 | i
Fc1ccc(NC(=S)Nc2cccc3ccccc23)cc1 | i | 0.72 | i
COc1ccc(S(=O)(=O)N2c3ccc(F)cc3CCC2C)cc1 (stereo not given) | i | -0.83 | i
COc1cccc(NC(=S)N(CCN(C)C)C(C)c2cccnc2)c1 (stereo not given) | i | 0.02 | i
N#C/C(=C\c1ccc(Sc2ccccc2)o1)c1nc2ccccc2[nH]1 | i | -0.31 | i
Cc1cccc(NC(=O)CCN2CCCCC2)c1 | i | 1.8 | i
CC1CCCCC1NC(=O)CCC(=O)N1CCOc2ccc(Cl)cc21 (stereo not given) | i | 1 | i
COc1ccc(C(=O)c2c3ccc(OC)cc3[n+]([O-])n2CCCC(N)=O)cc1 | i | 2.2 | i
O=C(CN(Cc1ccc(Cl)cc1)C(=O)CNS(=O)(=O)c1ccccc1)NCC1CCCO1 (stereo not given) | i | 0.01 | i
COc1ccc(C(=O)NCC(=O)NCC(=O)OCC(=O)c2ccc(C)cc2)cc1 | i | -1.3 | i
Cc1ccc(N2C(=O)c3cccc4cccc(c34)C2=O)cc1 | i | 0.2 | i
CCc1cc2ccc(C)cc2nc1SCC(=O)NNC(=O)c1ccco1 | i | 0.25 | i
Cc1onc(C(=O)NN)c1-c1csc(COc2ccc(Cl)cc2)n1 | i | 0.4 | i
CCc1nnc(NC(=O)CSc2ncnc3scc(-c4ccc(C)cc4)c23)s1 | i | -0.08 | i
COc1ccc(-c2nc(CN(CC3CCC(=O)N3)C(C)C)c(C)o2)c(C)c1C (stereo not given) | -6.7* | -2.9 | i
COc1cc(/C=C/C(C)=O)cc(OC)c1OC | i | 0.61 | i
COc1ccccc1NC(=O)Cn1nc(-c2ccc(Cl)cc2)c2ccccc2c1=O | i | 0.72 | i
Cc1nc(SCCOc2ccccc2F)[nH]c(=O)c1Cc1ccccc1 | i | -0.59 | i
Cc1cccc(OCC(=O)Nc2ccccc2-c2ccccc2)c1 | i | 0.15 | i
O=C(COC(=O)CCCSc1nc2ccccc2[nH]1)Nc1cccc(F)c1 | i | -1.5 | i
O=C(Nc1ccc(S(=O)(=O)Nc2ccnn2-c2ccccc2)cc1)C(F)(F)F | i | -0.37 | i
Cc1cc(C)cc(NC(=S)N2CCC(NC(=O)C3CC3)CC2)c1 | i | -2.1 | i

Screens deposited in PubChem by Johns Hopkins Ion Channel Center.
